Screening data deposited in PubChem by several laboratories.
NCOA3 inh – inhibits human SRC3 coactivator | HEK293 GAL4-SRC3 luciferase reporter, luminescence | inhibition, % at 3.6 µM | AID 588352 | Q9Y6Q9 | 360,000 tested, 0.17% active;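 active = inhibition above a per-campaign cutoff, the mean of all compounds plus 3 SD, cut at about 60% in these data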;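 note: 0% = DMSO-treated cells and 100% = gossypol-treated cells at 36 µM; higher means less SRC3-driven luciferase light from the GAL4 reporter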
Target sequence (Q9Y6Q9 whole entry, looked up, the tested form may be a part): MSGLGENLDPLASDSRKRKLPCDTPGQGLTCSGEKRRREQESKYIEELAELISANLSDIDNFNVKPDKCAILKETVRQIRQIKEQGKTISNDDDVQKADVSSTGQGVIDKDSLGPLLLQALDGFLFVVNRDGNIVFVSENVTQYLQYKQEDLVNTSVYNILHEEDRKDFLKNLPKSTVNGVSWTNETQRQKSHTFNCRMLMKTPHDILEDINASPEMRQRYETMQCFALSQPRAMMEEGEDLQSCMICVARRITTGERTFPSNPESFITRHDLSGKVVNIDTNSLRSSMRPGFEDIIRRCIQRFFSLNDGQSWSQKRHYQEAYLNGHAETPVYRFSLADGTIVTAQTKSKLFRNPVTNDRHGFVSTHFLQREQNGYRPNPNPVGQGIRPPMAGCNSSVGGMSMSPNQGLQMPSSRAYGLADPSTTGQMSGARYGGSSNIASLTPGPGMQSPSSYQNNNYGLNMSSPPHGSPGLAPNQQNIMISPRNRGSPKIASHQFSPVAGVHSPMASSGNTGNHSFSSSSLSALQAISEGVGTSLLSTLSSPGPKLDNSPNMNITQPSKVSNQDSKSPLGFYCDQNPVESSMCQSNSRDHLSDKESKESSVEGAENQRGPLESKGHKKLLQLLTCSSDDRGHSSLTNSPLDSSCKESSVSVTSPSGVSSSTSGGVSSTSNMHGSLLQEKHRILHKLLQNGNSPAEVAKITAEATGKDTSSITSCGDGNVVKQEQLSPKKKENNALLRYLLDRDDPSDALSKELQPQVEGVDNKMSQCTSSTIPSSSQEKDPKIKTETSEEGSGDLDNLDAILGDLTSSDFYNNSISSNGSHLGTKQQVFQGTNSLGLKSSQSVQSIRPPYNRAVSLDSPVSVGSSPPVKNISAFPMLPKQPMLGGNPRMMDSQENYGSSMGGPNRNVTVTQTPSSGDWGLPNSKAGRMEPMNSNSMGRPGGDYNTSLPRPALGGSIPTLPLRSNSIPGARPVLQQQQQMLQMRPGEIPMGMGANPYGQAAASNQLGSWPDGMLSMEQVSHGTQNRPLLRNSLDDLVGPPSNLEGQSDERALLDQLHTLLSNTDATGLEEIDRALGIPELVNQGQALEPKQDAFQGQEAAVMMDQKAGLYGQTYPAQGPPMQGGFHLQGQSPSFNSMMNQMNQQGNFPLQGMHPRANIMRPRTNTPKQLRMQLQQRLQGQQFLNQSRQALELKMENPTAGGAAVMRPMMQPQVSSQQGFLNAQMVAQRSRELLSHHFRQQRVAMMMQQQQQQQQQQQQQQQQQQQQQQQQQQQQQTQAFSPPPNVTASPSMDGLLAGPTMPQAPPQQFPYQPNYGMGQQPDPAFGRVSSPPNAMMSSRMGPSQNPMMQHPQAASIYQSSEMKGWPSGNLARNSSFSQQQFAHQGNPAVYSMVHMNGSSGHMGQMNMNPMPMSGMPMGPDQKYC
C8 TRAIL sens – caspase-8 TRAIL sensitization; 360,000 tested, 1% active; inhibition (viability loss, TRAIL sensitization), % at 10 µM; AID 624354; NB7+C8 cells + TRAIL, ATPlite viability luminescence;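 active = compounds causing at least 50% loss of cell viability in the single-dose screen, relative to plate controls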
Vif inh – blocks HIV Vif function. 340,000 tested, 0.35% active. inhibition, % at 7.49 µM. HEK293T cells, Vif self-association by quenched fluorescence, imaging, 24 h; in the data active = inhibition above about 50%, passing the limit was not always enough; note: some results filed as inactive read as strong as hits
SRC2 inh – inhibits human steroid receptor coactivator 2. AID 651957. Q15596. HEK293 GAL4-SRC2 luciferase reporter, luminescence. 370,000 tested, 0.17% active. inhibition, % at 9 µM;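 active = inhibition above the mean inhibition of all tested compounds plus 3 SD, set per campaign, cut at about 52% in these data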;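 note: 0% = DMSO treated cells and 100% = cells given Gossypol at 36 µM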
COUP-TFII inh – blocks human COUP-TFII nuclear receptor; P24468; HEK293T NGFI-A luciferase reporter, luminescence; inhibition, % at 8.6 µM; 370,000 tested, 0.7% active;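 active = inhibition above a per-plate cutoff, mean inhibition of test wells between control levels plus 3 SD, cut at about 38% in these data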;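 note: cells cotransfected with COUP-TFII expression vector driving the NGFI-A reporter; 0% = median of COUP-TF2 test wells and 100% = reporter-only cells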
EBV LMP1 NFkB – inhibitors of Epstein-Barr LMP1-induced NF-kappaB reporter | LMP1-induced NF-kappaB luciferase reporter cells, luminescence | inhibition, % at 12.5 µM | 350,000 tested, 0.69% active; in the data active = inhibition above about 41%;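 note: 0% = neutral control wells and 100% = reference inhibitor control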
NOD2 RIPK2 PPI – inhibitors of human NOD2-RIPK2 interaction; CHO BLA complementation NOD2-RIPK2, CCF4 ratio; inhibition, % at 4.98 µM; AID 624267; 360,000 tested, 0.38% active; O43353; in the data active = inhibition above about 21%;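 note: 0% = vehicle only and 100% = reference blocker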
SRC1 inh – inhibits human SRC1 coactivator. Q15788. HEK293 GAL4-SRC1 luciferase reporter, luminescence. inhibition, % at 3.6 µM. 360,000 tested, 0.12% active. AID 588354;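 active = inhibition above the campaign mean plus 3 SD, with each screening campaign given its own cutoff, cut at about 60% in these data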;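 note: 0% = DMSO treated cells and 100% = gossypol at 36 µM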
TROY NFkB inh – TROY signaling inhibition | Q293 LMP1-TROYcd NF-kB luciferase reporter, 4 h | inhibition, % at 10 µM | 360,000 tested, 0.98% active | AID 1347056;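 active = compounds whose plate-normalised and pattern-corrected inhibition of the luciferase reporter signal at the single screening dose is 50% or more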
TLR9-MyD88 inh – inhibitors of human TLR9-MyD88 binding; inhibition, % at 4.98 µM; Q9NR96+Q99836; 340,000 tested, 0.21% active; AID 504734; CHO BLA complementation TLR9-MyD88, CCF4 FRET ratio;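 active = inhibition above the mean over all tested compounds plus 3 SD, cut at about 21% in these data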;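 note: 0% = DMSO only wells and 100% = clavulanate BLA inhibitor control wells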
NR5A2 inv ag – suppresses constitutive activity of human LRH-1; HEK293T StAR-luciferase reporter, LRH-1 transfected, 24 h; inhibition, % at 3.6 µM; 360,000 tested, 0.13% active; AID 602396;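 active = inhibition above the mean inhibition of all tested compounds plus 3 SD, cut at about 73% in these data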;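 note: 0% = DMSO wells and 100% = reporter-only cells lacking LRH-1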
Numbers without * were called inactive; · = not tested or not shown. The list is partial; the hit share may differ from the screen's.

SMILES	NCOA3 inh	C8 TRAIL sens	Vif inh	SRC2 inh	COUP-TFII inh	EBV LMP1 NFkB	NOD2 RIPK2 PPI	SRC1 inh	TROY NFkB inh	TLR9-MyD88 inh	NR5A2 inv ag
CCc1ccc(NC(=O)c2cc(-c3ccc(F)cc3)on2)cc1	19	-4	7	18	-12	-2	2	6	-11	1	6
CCn1c(-c2ccc(-c3ccccc3)cc2)c[nH]c1=S	-25	1	1	15	-10	-1	-6	-22	-22	5	-25
COC1=CC(=O)C(OC)=C(OC)C1=O	1	-4	2	18	2	10	-5	-9	5	-19	12
Cc1ccc(CSCC(=O)NCc2cccnc2)cc1	-2	-3	4	-4	-4	-5	-6	4	29	-9	-14
Cc1ccc(C)c(-c2cc(C(=O)Nc3nccs3)c3ccccc3n2)c1	9	21	-12	12	13	4	0	18	10	0	20
COc1ccc(S(=O)(=O)N2CCC(C(=O)N3CCCCC3)CC2)cc1Cl	8	-15	-2	7	0	-3	-2	-10	15	-3	10
COc1ccc2nc(SCC(=O)O)nc(C)c2c1	5	-12	-2	6	-5	-2	4	2	-5	-3	4
COc1ccccc1CNC(=O)c1ccc(NC(=O)CC2SC(N3CCCC3)=NC2=O)cc1 (stereo not drawn)	-15	-5	-3	-3	15	-7	1	-3	-17	-2	-4
O=C(Nc1cscc1S(=O)(=O)c1ccc(Cl)cc1)c1ccccc1Cl	-5	-9	·	-17	3	·	6	5	13	·	-8
O=C(C/C=N\OCc1ccc([N+](=O)[O-])cc1)Nc1ccc(Br)cc1	5	3	-2	3	-3	2	11	7	-9	-7	5
O=c1cc(CCc2ccccc2)oc2cccc(O)c12	12	4	3	-7	10	-4	5	-7	-48	-7	26
Cc1nc2ccc(NC(=O)N(C(C)C)C(C)C)cc2s1	-35	0	2	-39	-6	-11	-3	-26	17	-7	-25

Exported with two lines to a compound: entries from further up
Each structure is followed by: NCOA3 inh | C8 TRAIL sens | Vif inh | SRC2 inh | COUP-TFII inh | EBV LMP1 NFkB | NOD2 RIPK2 PPI | SRC1 inh | TROY NFkB inh | TLR9-MyD88 inh | NR5A2 inv ag
> O=C(Nc1cscc1S(=O)(=O)c1ccc(Cl)cc1)c1ccccc1Cl
  -5 | -9 | · | -17 | 3 | · | 6 | 5 | 13 | · | -8
> Cc1ccc(CSCC(=O)NCc2cccnc2)cc1
  -2 | -3 | 4 | -4 | -4 | -5 | -6 | 4 | 29 | -9 | -14

Returning to the listing, repeating the 3 entries before the break.
SMILES	NCOA3 inh	C8 TRAIL sens	Vif inh	SRC2 inh	COUP-TFII inh	EBV LMP1 NFkB	NOD2 RIPK2 PPI	SRC1 inh	TROY NFkB inh	TLR9-MyD88 inh	NR5A2 inv ag
O=C(C/C=N\OCc1ccc([N+](=O)[O-])cc1)Nc1ccc(Br)cc1	5	3	-2	3	-3	2	11	7	-9	-7	5
O=c1cc(CCc2ccccc2)oc2cccc(O)c12	12	4	3	-7	10	-4	5	-7	-48	-7	26
Cc1nc2ccc(NC(=O)N(C(C)C)C(C)C)cc2s1	-35	0	2	-39	-6	-11	-3	-26	17	-7	-25
CCOC(=O)[C@@H]1[C@H]2COc3ccc(Br)cc3[C@H]2N2C(=O)N(c3ccc(Cl)cc3)C(=O)[C@]12C	2	2	-11	6	6	2	-1	-6	0	10	19
C=CCn1c(C)cc(C(=O)COC(=O)C2CC(=O)N(CCc3ccc(OC)c(OC)c3)C2)c1C (stereo not drawn)	8	-15	-2	1	1	-5	-2	-25	2	-6	-6
CN1C(=O)C(=O)N(CC(=O)Nc2ccccc2OC(F)F)C1=O	30	-12	1	7	-20	6	-2	5	-25	-4	-10
CCCCC(=O)OCc1c(-c2ccccc2)ncc2ccccc12	-12	11	·	22	-16	33	-5	-18	5	-2	-6
CCCCCCCCCS(=O)(=O)N/N=C/c1cccc([N+](=O)[O-])c1	23	18	3	2	-7	-4	1	-1	51*	0	-8
CC(NS(=O)(=O)c1ccc(OCC(=O)Nc2cccc([N+](=O)[O-])c2)cc1)c1ccccc1 (stereo not drawn)	22	1	-3	-51	5	2	0	-2	28	-5	7
CCCCNC(=O)C1(C)CCN1C(=O)c1ccc(C)c(F)c1 (stereo not drawn)	13	3	·	-7	-7	·	-8	6	3	·	7
Cn1c(COc2ccccc2)nnc1SCC(=O)Nc1ccc(S(N)(=O)=O)cc1	-40	-9	-7	-4	-5	-6	-2	-7	5	4	9
NS(=O)(=O)c1ccc(N2C(=O)C(=O)/C(=C(/O)c3ccccc3)C2c2ccc(Cl)cc2)cc1 (stereo not drawn)	31	-14	-19	-9	9	-8	-28	2	-45	2	1
O=C(CS(=O)(=O)Cc1ccccc1)Nc1ccc(S(=O)(=O)N2CCCCCC2)cc1	1	-3	31	16	5	-14	3	-2	-3	-3	9
CCCNC(=O)N[C@@H](CCSC)C(=O)OC	-31	-3	4	15	-10	-6	-6	-6	5	2	13
COCCN(Cc1ccccc1)C(=O)c1ccc(C(=O)c2ccccc2)cc1	-3	9	1	5	-4	3	0	-10	6	-9	-13
CN(C)Cc1c(O)ccc2c1O/C(=C\C=C\c1ccccc1)C2=O	13	-10	10	29	12	-98	2	0	21	-8	-2
Cc1c(C(=O)OC/C(O)=C(\C#N)c2nc3ccccc3[nH]2)oc2ccc(Br)cc12	-1	-10	-3	-15	11	2	-1	-38	-8	-1	10
Cc1cc(C)c(C#N)c(SCc2[nH]nc3c2C(c2ccc(F)cc2)C(C#N)=C(N)O3)n1 (stereo not drawn)	-5	-9	4	-42	15	29	0	-25	9	0	6
CCC(=NCCc1c(C)[nH]c2ccccc12)C1=C(O)CC(c2ccccc2)CC1=O (stereo not drawn)	3	11	-10	16	17	9	-2	1	20	1	8
Cc1c2c(nc3ccccc13)CC(C)(C)CC2=O	18	-5	-3	9	18	6	4	-1	-4	-2	-1
CC(C)Cc1ccc(C(C)NC(=O)Cc2ccc(S(=O)(=O)N3CCOCC3)s2)cc1 (stereo not drawn)	-23	14	-30	-2	5	2	9	-7	32	1	2
CCN(CC)C(=O)C1c2ccccc2Oc2ccccc21	7	-8	1	-3	0	-2	6	4	-14	10	13
COc1ccc(Cl)cc1NC(=O)COC(=O)C1=NNC(=O)CC1	14	4	3	1	4	-9	1	13	-14	12	8
O=C(Cn1nnc(-c2ccccc2)n1)N=Nc1c(O)[nH]c2ccccc12	-27	-9	1	6	1	4	-10	-9	-15	4	-3
CCOC(=O)C1=NOC(CNC(=O)c2c(-c3ccccc3Cl)noc2C)C1 (stereo not drawn)	18	5	·	-32	14	2	-11	21	2	1	3
COc1ccc(-c2nnc(SCC(=O)NCC3CCCO3)n2C)cc1 (stereo not drawn)	9	-5	0	-4	11	-1	-2	-10	-25	1	-2
Cc1ccc(/C=C/S(=O)(=O)NCCC(=O)NCc2ccccc2F)cc1	-14	-2	-3	-1	12	0	6	-8	12	12	9

One compound at a time, as listed above. Order of screens: NCOA3 inh, C8 TRAIL sens, Vif inh, SRC2 inh, COUP-TFII inh, EBV LMP1 NFkB, NOD2 RIPK2 PPI, SRC1 inh, TROY NFkB inh, TLR9-MyD88 inh, NR5A2 inv ag
Cc1cc(C)c(C#N)c(SCc2[nH]nc3c2C(c2ccc(F)cc2)C(C#N)=C(N)O3)n1 (stereo not drawn) is entered as -5, -9, 4, -42, 15, 29, 0, -25, 9, 0, 6
Cc1c(C(=O)OC/C(O)=C(\C#N)c2nc3ccccc3[nH]2)oc2ccc(Br)cc12 is entered as -1, -10, -3, -15, 11, 2, -1, -38, -8, -1, 10
O=C(Cn1nnc(-c2ccccc2)n1)N=Nc1c(O)[nH]c2ccccc12 is entered as -27, -9, 1, 6, 1, 4, -10, -9, -15, 4, -3

The list continues.
SMILES	NCOA3 inh	C8 TRAIL sens	Vif inh	SRC2 inh	COUP-TFII inh	EBV LMP1 NFkB	NOD2 RIPK2 PPI	SRC1 inh	TROY NFkB inh	TLR9-MyD88 inh	NR5A2 inv ag
CCCCN1C(=O)C(=O)N(CC(=O)c2cc(C)n(C3CC3)c2C)C1=O	1	21	15	-19	-19	-6	2	-15	-6	3	-3
O=C(COc1ccc(Cl)cc1)NCc1nnc(SCC(=O)Nc2ccc(F)cc2F)o1	17	-5	5	9	-8	12	0	-4	24	-4	-5
COc1ccccc1NC(=O)Oc1ccc(NC(=O)c2ccco2)cc1	0	6	19	-34	-2	11	-4	2	-5	-6	7
COc1cccc(N2CCN(c3ccc4nnc(CCC(=O)Nc5ncccc5C)n4n3)CC2)c1	11	-29	-1	11	12	-13	-3	2	5	5	-18

Three compounds from above, ordered by the number in COUP-TFII inh, lowest first:
mol	COUP-TFII inh
CCCCN1C(=O)C(=O)N(CC(=O)c2cc(C)n(C3CC3)c2C)C1=O	-19
O=C(COc1ccc(Cl)cc1)NCc1nnc(SCC(=O)Nc2ccc(F)cc2F)o1	-8
COc1ccccc1NC(=O)Oc1ccc(NC(=O)c2ccco2)cc1	-2
